Epigenetic derep – regulators of epigenetic silencing causing reporter derepression in mouse cells. murine LDR cells, GFP reporter derepression, 30 h. 280,000 compounds, 0.2% hits. AID 1865. Potency, µM (doses to about 53.9 µM), for inactives: top-dose GFP activation, most hits filed as activators; further: potency means the concentration at half of the fitted maximal effect; % of control where 0% means no effect; nearly all actives have a fitted effect of over 60% in size
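Murine LDR cells carrying a silenced, genomically integrated CMV-driven GFP reporter were exposed to compound for 30 hours at 37 C. After PBS washes, GFP-positive cells (20–120 um objects) were counted by laser-scanning microplate cytometry.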
KinaseGlo FLuc – Kinase-Glo luciferase inhibition (counter-screen); 200,000 compounds, 0.28% hits; Q27757; Potency, µM (titrated, usually from 38.3 µM), for inactives: at the highest dose activity change, negative = inhibition, usual class: inhibitors; AID 1379; Kinase-Glo luciferase, ATP luminescence, 8 min; further: potency means the concentration at half of the fitted maximal effect; on the % scale 0 is the no-effect control and ±100 the full control effect; nearly all actives have a fitted effect of over 60% in size
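Luminescence was the read-out, taken after 8-minute incubation at ambient temperature. Luciferase turned over luciferin with 10 uM ATP in imidazole pH 7.2 buffer containing KCl, MgCl2, Tween 20 and BSA.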
CBFb-RUNX1 inh – inhibitors of human CBF-beta and RUNX1 interaction. Q01196+Q13951. AlphaScreen CBFb-His/RUNX1-biotin binding, biochemical. Potency, µM (highest dose often 59.8 µM), without a hit: top-dose activity, negative = inhibition, most hits filed as inhibitors. 230,000 tested, under 10 active. AID 1477; further: % of control where 0% means no effect
Target sequence (Q01196 whole entry, looked up): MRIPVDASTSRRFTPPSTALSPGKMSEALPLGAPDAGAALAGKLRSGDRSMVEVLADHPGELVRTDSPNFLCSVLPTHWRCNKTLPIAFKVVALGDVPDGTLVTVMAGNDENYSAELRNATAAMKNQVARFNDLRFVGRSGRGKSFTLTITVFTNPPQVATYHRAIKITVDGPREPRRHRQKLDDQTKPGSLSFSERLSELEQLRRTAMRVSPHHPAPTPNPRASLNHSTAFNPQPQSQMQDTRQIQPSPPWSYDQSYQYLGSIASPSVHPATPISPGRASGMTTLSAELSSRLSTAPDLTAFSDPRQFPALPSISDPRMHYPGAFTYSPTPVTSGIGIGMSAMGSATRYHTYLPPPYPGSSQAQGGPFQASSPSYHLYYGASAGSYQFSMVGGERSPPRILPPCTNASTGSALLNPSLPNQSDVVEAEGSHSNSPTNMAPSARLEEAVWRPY
Target sequence (Q13951 whole entry, looked up): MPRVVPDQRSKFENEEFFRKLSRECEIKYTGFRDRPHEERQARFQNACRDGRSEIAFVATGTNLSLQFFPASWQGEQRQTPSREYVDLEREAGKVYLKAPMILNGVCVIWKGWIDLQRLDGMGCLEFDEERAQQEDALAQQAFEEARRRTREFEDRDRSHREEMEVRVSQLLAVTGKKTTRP
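CBF-beta (His) and RUNX1 (biotin), 30 nM each; 20 min preassociation; + compound, 15 min; + beads 50 ng each (Ni, streptavidin), 90 min; RT; AlphaScreen read.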
HttQ103 aggreg – mutant huntingtin aggregation inhibition; PC12 HttQ103-GFP aggregates, Acumen cytometry, 40 h; Potency, µM (top dose mostly 46.1 µM), for inactives: at the highest dose activity change, negative = inhibition, most hits filed as inhibitors; 220,000 compounds, 1.1% hits; further: potency means the concentration at half of the fitted maximal effect; on the % scale 0 is the no-effect control and ±100 the full control effect; nearly all actives have a fitted effect of over 60% in size
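PC12 cells with ecdysone-inducible HTT exon1 Q103-GFP, induced by 100 nM tebufenozide, given compounds in a concentration series. GFP aggregates (1–25 um, 6 SD above background) counted in lysates by laser-scanning cytometry, 488 nm excitation.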
NPSR antagonist – blocks cAMP signaling of the human neuropeptide S receptor | Potency, µM (highest dose often 38.3 µM), inactives show top-dose activity change, negative = inhibition, actives largely listed as inhibitors | AID 1461 | Q6W5P4 | 220,000 compounds, 1% hits | CHO-NPSR cells, cAMP TR-FRET, antagonist mode; further: potency means the concentration at half of the fitted maximal effect; on the % scale 0 is the no-effect control and ±100 the full control effect; nearly all actives have a fitted effect of over 50% in size; many of its hits are not listed in these tables
Target sequence (Q6W5P4 whole entry, looked up): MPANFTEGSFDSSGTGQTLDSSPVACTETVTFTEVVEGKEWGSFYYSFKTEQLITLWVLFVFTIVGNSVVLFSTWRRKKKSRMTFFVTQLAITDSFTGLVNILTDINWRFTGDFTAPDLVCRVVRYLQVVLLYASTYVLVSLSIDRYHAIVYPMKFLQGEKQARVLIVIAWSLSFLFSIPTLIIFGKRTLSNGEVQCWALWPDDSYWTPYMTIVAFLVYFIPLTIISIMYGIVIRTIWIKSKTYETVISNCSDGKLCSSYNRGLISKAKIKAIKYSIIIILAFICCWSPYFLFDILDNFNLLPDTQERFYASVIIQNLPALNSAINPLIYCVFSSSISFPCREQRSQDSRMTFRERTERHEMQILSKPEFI
L3MBTL1 block – blocks human L3MBTL1 | AlphaScreen L3MBTL1–H3K9me1 peptide binding | Potency, µM (top dose mostly 57.1 µM), for inactives: at the top dose activity, negative = inhibition, hits mostly inhibitors | 230,000 compounds, 0.66% hits | AID 485360; further: potency means the concentration at half of the fitted maximal effect; on the % scale 0 is the no-effect control and ±100 the full control effect; nearly all actives have a fitted effect of over 60% in size
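First, the protein-peptide complex forms for 30 min at room temperature (L3MBTL1 50 nM, biotinylated H3K9me1 peptide 75 nM). Next, compounds are pin-transferred and incubated 30 min. Finally, AlphaScreen beads are added and read after 30 min.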
IMPase Li inh – IMPase inhibition in cells with lithium potentiation; CHO-M1 cells, IP1 TR-FRET (IP-One), carbachol + lithium; Potency, µM (titrated, usually from 59.4 µM), for inactives: at the top dose activity, negative = IMPase inhibition, hits mostly inhibitors; 210,000 compounds, 0.35% hits; AID 1457;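 further: IP1 builds up when IMPase is blocked and the TR-FRET signal falls; potency means the concentration at half of the fitted maximal effect; plate controls were basal vehicle for no effect and high inhibitor control for full effect; nearly all actives have a fitted effect of over 50% in size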
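Test compounds were applied to CHO-M1 cells previously cultured for 16–30 h at 2000 per well. A small lithium amount accompanied them; after 30 min at 37C, IP1 was quantified by TR-FRET.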
Active calls of the source: *; ? = inconclusive; nt = not tested or not shown; [ ] = another dose, or the depositor's remark. The call rests on the fitted dose curve; in most records, active means well fitted curve in the direction sought with a large enough effect; inconclusive means small, poorly fitted or top-dose-only effect, or another doubt; inactive means no such curve, though single readings can be large; an effect the other way counts as inactive or inconclusive. Not all compounds are listed; count on the stated rates, not on these rows.

SMILES | Epigenetic derep | KinaseGlo FLuc | CBFb-RUNX1 inh | HttQ103 aggreg | NPSR antagonist | L3MBTL1 block | IMPase Li inh
CCOC(=O)c1cc2c(ccn2C)n1CC(=O)N1CCC(C)CC1 | -2.1% | -1% | -2% | -6% | -14%[46.1 µM] | -2% | 5%[38.3 µM]
COc1ccc(C(=O)NCC(=O)OCC(=O)Nc2c(C)n(C)n(-c3ccccc3)c2=O)cc1 | 0.0% | -4% | 0% | -6% | -7%[46.1 µM] | nt | 21%[38.3 µM]
CCCNC(=O)CN1C(=O)NC(CCc2ccccc2)C1=O (stereo unspecified) | -1.7% | -3% | 4% | 25% | 13% | 7% | 5%
CC(C)Cn1cc(C(=O)NCC2CCCO2)c2c3ccccc3n(C)c2c1=O (stereo unspecified) | -1.9% | 3% | 2% | 2% | -4%[46.1 µM] | 1% | -7%
CCC1S/C(=N/N=C/c2ccco2)NC1=O (stereo unspecified) | 0.1% | 2% | -13% | 13% | 14% | 0% | 4%
COc1ccc(OCCC(=O)OCC(=O)c2ccc[nH]2)cc1 | -0.2% | nt | 4% | -3% | 6% | nt | -8%
Nc1ccc(Br)c2cccnc12 | 0.0% | -2% | ? | -1%[9.22 µM] | -14% | -20% | -8%
Cc1ccnc(NC(=O)CS(=O)(=O)Cc2ccccc2)c1 | 0.0% | -4% | 3% | -6% | 8%[46.1 µM] | nt | 3%[38.3 µM]
O=C(Nn1cnnc1)c1ccc(F)c(S(=O)(=O)N2CCCCC2)c1 | 0.0% | -2% | 5% | 20% | -20%[46.1 µM] | 4% | -8%[38.3 µM]
CCOC(=O)C1CCN(C(=O)Nc2ccc(Cl)cc2Cl)CC1 | 0.2% | 1% | 10% | -4% | 9% | 9% | -4%
COc1cc(C2CC(=O)Oc3c(C(CCN4CCN(c5ccccc5)CC4)c4ccc(N(C)C)cc4)c(OC)cc(OC)c32)cc(OC)c1OC (stereo unspecified) | -1.9% | nt | nt | -11%[9.22 µM] | 1% | nt | nt
O=C(O)c1c(NC(=O)c2cccc3ccccc23)sc2c1CCC2 | -5.9% | 4% | -23% | 11%[9.22 µM] | -26%[46.1 µM] | nt | -14%[38.3 µM]
CC12CCC(c3c(C(=O)Nc4nccs4)nn(-c4ccccc4)c31)C2(C)C (stereo unspecified) | 1.6% | 0% | 7% | -4% | ? | 6% | 18%[38.3 µM]
COc1cccc(Oc2c(C)oc3c(CN4CCCC4)c(O)ccc3c2=O)c1 | 3.2% | nt | 0% | -8%[9.22 µM] | 0% | 5% | nt
O=C(CCCn1c(SCC(=O)c2ccc(F)cc2)nc2ccccc2c1=O)NCc1ccccc1 | 5.9% | 1% | 3% | -2%[9.22 µM] | -20%[46.1 µM] | nt | 20%[38.3 µM]
CCCCOc1ccc(S(=O)(=O)Nc2cc(OC)ccc2OC)cc1 | -1.6% | -2% | 11% | ? | -18%[46.1 µM] | nt | -6%[38.3 µM]
c1cncc(CSc2nnc3ccc(-c4cccs4)nn23)c1 | 5.8% | 0% | ? | -28% | 9% | nt | -4%
O=C(Nc1ccccc1Cl)c1cnccn1 | 2.8% | -4% | 6% | 21% | -3%[46.1 µM] | 7% | -16%[38.3 µM]
Cc1cnc(C(=O)OCC(=O)NCc2ccc3c(c2)OCO3)cn1 | 6.3% | -1% | -10% | ? | 16% | -3% | -1%
COCCCNc1nc2ccccc2nc1NS(=O)(=O)c1ccc(C)cc1 | 4.2% | nt | 14% | -3%[9.22 µM] | -17% | 5% | nt

One compound at a time (already shown). Order of screens: Epigenetic derep | KinaseGlo FLuc | CBFb-RUNX1 inh | HttQ103 aggreg | NPSR antagonist | L3MBTL1 block | IMPase Li inh
Entry for `CC12CCC(c3c(C(=O)Nc4nccs4)nn(-c4ccccc4)c31)C2(C)C` (stereo unspecified) → 1.6% | 0% | 7% | -4% | ? | 6% | 18%[38.3 µM]
Entry for `Cc1cnc(C(=O)OCC(=O)NCc2ccc3c(c2)OCO3)cn1` → 6.3% | -1% | -10% | ? | 16% | -3% | -1%
Entry for `COc1ccc(C(=O)NCC(=O)OCC(=O)Nc2c(C)n(C)n(-c3ccccc3)c2=O)cc1` → 0.0% | -4% | 0% | -6% | -7%[46.1 µM] | nt | 21%[38.3 µM]

Continued:
SMILES | Epigenetic derep | KinaseGlo FLuc | CBFb-RUNX1 inh | HttQ103 aggreg | NPSR antagonist | L3MBTL1 block | IMPase Li inh
Cc1nn(C)c(Cl)c1C(=O)NCC(=O)Nc1ccc(C(C)C)cc1 | -2.5% | -1% | -2% | -1% | 6% | nt | -1%
Cc1ccc(CNS(=O)(=O)/C=C/c2ccc3c(c2)OCO3)cc1 | 0.0% | 4% | 17% | 1% | 7%[46.1 µM] | 6% | -3%
Cc1cc(C)n(-c2ccc(C(=O)Nc3nnc(C4CC4)s3)cc2)n1 | -1.6% | 1% | 3% | -1% | -9%[46.1 µM] | 7% | 3%[38.3 µM]
CN(C)S(=O)(=O)c1cccc(C(=O)N(Cc2ccc(F)cc2)Cc2ccco2)c1 | 1.6% | -7% | -5% | -5% | ? | -7% | -3%[38.3 µM]
CC12CCC(C(=O)NNc3ccccc3)(C(=O)C1=O)C2(C)C (stereo unspecified) | 1.0% | nt | 7% | -30%[9.22 µM] | -7% | nt | nt
Cc1cccc(-c2nnn(Cc3nnc(NC(=O)c4ccccc4)s3)n2)c1 | -1.1% | 6% | 5% | 31% | 2%[46.1 µM] | -3% | 3%[38.3 µM]
CN(C)CCCN(C(=O)c1ccco1)c1nc2ccc(F)cc2s1 | -1.6% | -3% | 8% | 2% | -5% | nt | 26%
O=C(NCC(=O)N(c1cccc(F)c1)C(C(=O)NCC1CCCO1)c1ccccc1)c1ccco1 (stereo unspecified) | 0.0% | nt | 1% | 6% | -3%[46.1 µM] | 0% | nt
CCOC(=O)c1[nH]c2cc3c(cc2c1NC(=O)CN1CCN(CCO)CC1)OCO3 | -2.7% | nt | 7% | 0%[9.22 µM] | -2% | nt | nt
O=S(=O)(c1ccc2ccccc2c1)N1CCN(C2Cc3ccccc3C2)CC1 | -3.2% | -2% | 0% | -13% | -4% | 4% | 2%
Cn1nc(C(=O)Nc2nc3ccccc3[nH]2)c2ccccc2c1=O | 0.0% | -1% | -7% | -2% | 5%[46.1 µM] | -3% | 10%
CC(C)(C)OC(=O)N1CCCC1C(=O)O (stereo unspecified) | -4.6% | 1% | 8% | -14% | -12%[46.1 µM] | 10% | 4%
Cc1ccc(-c2noc(CCC(=O)Nc3ccc4c(c3)OCO4)n2)cc1 | 0.0% | 1% | 5% | -9% | -4%[46.1 µM] | -5% | -4%[38.3 µM]
O=C(CCc1nc2ccccc2[nH]c1=O)OCC(=O)c1ccc(Cl)cc1 | -0.8% | 4% | 0% | 0% | 12%[46.1 µM] | -19% | -19%
c1ccc2oc(-c3[nH]ncc3CN(Cc3ccncc3)CC3CCCO3)cc2c1 (stereo unspecified) | 3.0% | -3% | 11% | 3%[9.22 µM] | 10% | -1% | 9%
O=C(CN1C(=O)CCC1=O)c1ccc(-c2ccccc2)cc1 | -1.3% | -6% | 8% | 4% | 17% | -10% | -10%
Cc1cccc(CNc2ncnc3ccc(-c4c(C)noc4C)cc23)c1 | -0.5% | -3% | nt | nt | nt | nt | 11%
Cn1c(NCCCO)nc2ccccc21 | 1.4% | -3% | 0% | -6% | 1%[46.1 µM] | nt | -9%[38.3 µM]
COc1cc(C2c3c(oc4ccc(Cl)cc4c3=O)C(=O)N2Cc2ccco2)cc(OC)c1OC (stereo unspecified) | 0.3% | -2% | 9% | -5% | 9%[7.67 µM] | 5% | 7%[38.3 µM]
CCOc1ccc(-c2nnc(N3CCCCC3)c3ccccc23)cc1 | -1.8% | 1% | 6% | 11µM* | ? | 5% | 28%[38.3 µM]
COc1ccc(-n2c(SCC(=O)N3CCCCC3)nc(O)cc2=O)cc1 | 0.0% | -3% | 8% | 27% | 5%[46.1 µM] | -5% | -4%[38.3 µM]
CCN(c1ccccc1)S(=O)(=O)c1ccc(Cl)c(C(=O)NCCc2ccc(OC)cc2)c1 | 0.3% | 3% | 11% | 7% | -19% | -16% | 15%
CC(C)CN(CC(C)C)C(=O)c1cccc(S(=O)(=O)N2CCc3ccccc32)c1 | 0.4% | 6% | 11% | -22% | -46% | 5% | 13%
COc1ccc(Nc2ccc(S(=O)(=O)N3CCCCC3)cc2[N+](=O)[O-])cc1 | -1.0% | -1% | nt | -23% | -22% | -12% | 2%
CCOC(=O)c1cn[nH]c1C(F)(F)F | -1.0% | nt | 4% | -17%[9.22 µM] | 2% | -3% | nt
CCc1ccc(-n2c(=O)c3c(C)c(C(=O)N(C)C)sc3n(CC(=O)NCc3ccco3)c2=O)cc1 | 0.0% | 2% | -3% | 5% | 0%[46.1 µM] | -4% | -10%[38.3 µM]
Cc1cc(C)cc(OC(=O)CS(=O)c2ccc(C(F)(F)F)cc2[N+](=O)[O-])c1 (stereo unspecified) | 1.5% | -5% | -3% | 25% | 5%[46.1 µM] | nt | 4%[38.3 µM]
O=[N+]([O-])c1ccc(N2CCNCC2)c(S(=O)(=O)N2CCOCC2)c1 | 1.5% | 0% | 9% | 0% | 15% | 8% | 2%
CCOC(=O)c1sc(C)c(C(=O)NCCCN2CCOCC2)c1N | -1.8% | 7% | 2% | -2% | -3%[46.1 µM] | -1% | -14%[38.3 µM]
O=C(NCCCn1ccnc1)Nc1ccc(Cl)cc1Cl | -1.1% | -6% | -8% | 3% | -9%[46.1 µM] | -9% | 1%[38.3 µM]
Cc1noc(C)c1C(=O)Nc1nc(-c2ccccc2Cl)cs1 | 1.1% | -3% | 0% | -20% | -1% | 11% | -1%
Cc1ccc(-c2nnn(CC(=O)N(Cc3cccs3)C(C(=O)NCC3CCCO3)c3ccco3)n2)o1 (stereo unspecified) | -1.1% | 6% | -2% | nt | -14% | -26% | 6%
COc1ccc(Cn2c(C(F)(F)F)ccc(C(N)=O)c2=O)cc1 | -2.2% | 7% | -5% | -10% | 6% | -5% | 20%
CCOC(=O)c1ccc(Oc2nc(N(C)C)nc(N(C)C)n2)cc1 | 0.7% | -2% | 6% | -5% | -23%[46.1 µM] | nt | 26%[38.3 µM]
CCOC(=O)c1cccc(N2C(=O)Nc3ccccc3N2O)c1 | 1.0% | -3% | 9% | -1% | 24% | 10% | -6%
CCOC(=O)C1(CCc2ccccc2)CCN(Cc2cnc(N(C)C)s2)CC1 | 1.6% | -1% | 5% | -20%[9.22 µM] | 21% | -25% | 0%
O=C(Nc1ccccc1)Nc1nnc(-c2cccs2)s1 | -0.1% | 0% | 9% | 22% | 5% | 9% | 6%
Cc1ccc(-c2csc3ncnc(NS(=O)(=O)c4ccc(Cl)cc4)c23)cc1 | 1.0% | 1% | -3% | 27% | -3%[46.1 µM] | 3% | -5%
